Nrf2 ARE act = Nrf2 pathway activation | AREc32 ARE-luciferase reporter (MCF7-derived line), luminescence, 24 h | Potency, µM (highest dose often 46.1 µM), without a hit: at the highest dose activation, most hits filed as activators | 410,000 compounds, 0.31% hits; further: potency means the concentration at half of the fitted maximal effect; % of control where 0% means no effect; nearly all actives have a fitted effect of over 65% in size
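ARE-driven firefly luciferase activity in AREc32 cells measured after a 24 hr compound exposure at 37 deg C, using Steady-Glo reagent and a 30 min room-temperature hold.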
Nrf2 block = Nrf2 pathway inhibition | A549 ARE-Fluc reporter, luciferase luminescence, 18-24 h | Potency, µM (top dose mostly 46 µM), for inactives: top-dose activity change, negative = inhibition, usual class: inhibitors | 360,000 compounds, 2.1% hits | AID 504444; further: potency means the concentration at half of the fitted maximal effect; on the % scale 0 is the no-effect control and ±100 the full control effect; nearly all actives have a fitted effect of over 60% in size
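Cells were seeded and rested 2 h, then exposed to compounds for 18-24 h. CellTiter-Fluor was read first as a viability measure. BugLite was added 15 min before the final luminescent read of ARE-luciferase activity in A549 cells.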
Mm-Cpn inhibitor = M. maripaludis TRiC chaperonin inhibition; 330,000 compounds, 0.031% hits; Potency, µM (doses to about 76.9 µM), for the others: at the top dose activity, negative = inhibition, hits mostly inhibitors; AID 504842; purified Mm-Cpn ATPase, ADP Transcreener TR-FRET; further: potency means the concentration at half of the fitted maximal effect; on the % scale 0 is the no-effect control and ±100 the full control effect; nearly all actives have a fitted effect of over 80% in size
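25 nM Mm-CPN + cpd, 10 min 37°C; + 10 uM ATP, 30 min 37°C; buffer 30 mM Tris pH 7.4, 100 mM KCl, 5 mM MgCl2, 1 mM DTT; Transcreener ADP HTRF detection 30 min RT.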
TGFb SMAD3 inh = inhibitors of TGF-b signaling | 410,000 compounds, 1.2% hits | HepG2 CAGA-GFP TGF-b/SMAD3 reporter, GFP fluorescence, 18 h; TGF-beta stimulated, 500 pg/mL final | AID 588855 | Potency, µM (titrated, usually from 46.1 µM), without a hit: at the top dose activity, negative = inhibition, usual class: inhibitors; further: potency means the concentration at half of the fitted maximal effect; on the % scale 0 is the no-effect control and ±100 the full control effect; nearly all actives have a fitted effect of over 65% in size
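Inhibition was scored as loss of TGF-beta-induced (500 pg/mL final, 18 hours, 37 degrees C) GFP in HEPG2 cells carrying a CAGA-GFP reporter, in DMEM with 1% FBS. Well GFP was summed per cell; Activity was normalised to unstimulated and stimulated DMSO wells, then concentration-response fitting.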
A549 tox = counter-screen for Nrf2 inhibitors: cytotoxicity in A549 cells | A549 ARE-Fluc cells, CellTiter-Fluor viability, 18-24 h | Potency, µM (titrated, usually from 46 µM), for inactives: at the top dose activity change, negative = cytotoxicity, most hits filed as inhibitors | 390,000 compounds, 0.16% hits; further: potency means the concentration at half of the fitted maximal effect; on the % scale 0 is the no-effect control and ±100 the full control effect
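A549 ARE_Fluc cells in 5% FBS OPTI-MEM were exposed to compounds in concentration-response for 18-24 h at 37 deg C. Viability was read by CellTiter-Fluor fluorescence (Ex 405/Em 525) after 30 min, before the luciferase read.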
CCT modulator = cytosolic chaperonin activity modulation | purified chaperonin ATPase assay, HTRF ADP detection, 30 min | activity change, % (test concentration not listed), hits read low | AID 651819 | 360,000 compounds, 0.3% hits; in the data active means activity change below about -30%; further: on the % scale 0 is the no-effect control and ±100 the full control effect
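ATPase activity: ADP formed was measured by HTRF Transcreener (665/615 nm ratio) after 30 min at 37 deg C with 10 uM ATP. Compounds screened at one 76 uM concentration against 40 or 20 nM TRiC in Tris pH 7.4/KCl/MgCl2/DTT buffer.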
HepG2 viability = kills HepG2 cells in TGF-b inhibitor counter-screen | HepG2 CAGA-GFP viability, ATP luminescence, 18 h | Potency, µM (series often up to 46.1 µM), inactives show at the top dose activity change, negative = cytotoxicity, usual class: cytotoxic | 410,000 compounds, 0.76% hits | AID 588856; further: potency means the concentration at half of the fitted maximal effect; some results filed as inactive show a strong effect at the top dose
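HepG2 CAGA-GFP cells (1000/well, DMEM with 1% FBS) received compound, then TGF-beta at 500 pg/mL final, and were incubated 18 hours at 37 degrees C. Viability was read by CellTiter-Glo luminescence. Media-only wells were set as complete cell-killing and DMSO as no toxicity.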
Abeta yeast res = restores growth of yeast expressing A-beta42 peptide; 410,000 compounds, 0.063% hits; Potency, µM (top dose mostly 46.1 µM), for inactives: at the top dose growth rescue, usual class: activators; yeast expressing A-beta42, growth rescue, OD600, 48 h; response scale: 0% DMSO, 100% iron-clioquinol control; further: potency means the concentration at half of the fitted maximal effect; nearly all actives have a fitted effect of over 55% in size
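Yeast growth medium received pinned compounds, then yeast cells expressing toxic A-beta were added; plates incubated at 30 C for 48 hr. Growth read as absorbance at 600 nm, normalized to DMSO and equimolar FeCl3 plus clioquinol controls.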
pAkt inh = blocks phosphorylation of Akt. Neuro2A IGF-stimulated pAkt S473 HTRF, 20 min; stronger effect = lower value. 360,000 compounds, 0.32% hits. activity change, % for hits at 50 µM; in the data active means activity change below about -80%; inconclusive means mostly about -51% to -80%; further: on the % scale 0 is the no-effect control and ±100 the full control effect
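Neuro2A cells in DMEM with 0.5% FBS, overnight at 37 deg C, given compound at single 50 µM final, then IGF (6 nM final) for 20 min at 37 deg C. Lysed; phospho-Akt Ser473 by HTRF after 24 h, 665/615 ratio.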
Active calls of the source: *; i = inactive; ? = inconclusive; . = no result given; [ ] = remark or other dose. Unless noted, the call rests on the fitted dose curve; in most records, active means well fitted curve in the direction sought with a large enough effect; inconclusive means small, poorly fitted or top-dose-only effect, or another doubt; inactive means no such curve, though single readings can be large; an effect the other way counts as inactive or inconclusive.

SMILES	Nrf2 ARE act	Nrf2 block	Mm-Cpn inhibitor	TGFb SMAD3 inh	A549 tox	CCT modulator	HepG2 viability	Abeta yeast res	pAkt inh
Cc1noc(C)c1CC(=O)N1CCCC(C(=O)c2ccc(C(C)(C)C)cc2)C1 (stereo not given)	0.3%	-25%	-1%	?	-7%	0.1	-29%	-13%	i
CCOc1ccc(NC(=O)c2c(C)nn(-c3ccc(F)cc3)c2-n2cccc2)cc1	-1.5%	-7%	.	8%	9%	.	-2%	-12%	.
COc1cc(/C=C/C(=O)N2CCc3ccccc3C2)cc(OC)c1OC	6.2%	-5%	2%	14%	0%	-2.6	-2%	-17%	i
CNC(=O)CSc1nc2ccccc2c(=O)n1CCc1ccccc1	0.4%	17%	-3%	8%	6%	-1.7	1%	-11%	i
CC(C)CNC(=S)NC1CC2CCCC(C1)N2C1CCCCC1 (stereo not given)	0.1%	10%	2%	0%	1%	-1.9	-15%	-7%	i
COc1ccc2c(c1)c1c(c(=O)n(-c3ccc(OC)c(OC)c3)c(=O)n1Cc1ccccc1F)n2C	-0.8%	?	.	-20%	8%	.	-9%	-8%	.
Cc1ccc(NC(=O)OCC(F)(F)C(F)F)cc1NC(=O)OCC(F)(F)C(F)F	1.9%	18µM*	0%	-13%	.	-1.6	-26%	8%	i
Clc1ccccc1N1CCN(c2ncnc3nc[nH]c23)CC1	-0.4%	-8%	-2%	1%	-2%	-0.6	0%	-10%	i
O=C(O)c1cc(-c2ccccc2)n(-c2ccccc2)n1	-0.9%	3%	-1%	5%	5%	1.4	0%	-10%	i
Cc1ccc(S(=O)(=O)N2CCOCC2)cc1C(=O)OCC(=O)NCc1ccc2c(c1)OCO2	0.4%	-16%	0%	14%	2%	-0.5	1%	1%	i
CCOc1ccc(OCC)c(NC(=O)C2CCN(c3nnc(-n4cccc4)s3)CC2)c1	0.3%	-14%	.	19%	-10%	.	0%	-1%	.
Cc1cc(C(=O)Nc2ccon2)ccc1[N+](=O)[O-]	3.5%	2%	.	-10%	-2%	0.7	-12%	23%	i
CCC(C(=O)NCCN1CCOCC1)n1nc(C)n2c(cc3sccc32)c1=O (stereo not given)	-0.2%	13%	0%	18%	-1%	-0.3	-2%	4%	i
COCCCN1C(=O)C(CC(=O)NCc2cccs2)CC(C(=O)N(C(C)C)C(C)C)=C1C (stereo not given)	0.6%	.	.	2%	.	-1.9	-5%	-18%	i
O=C1CCC(c2ccccc2)N1c1ccccc1 (stereo not given)	-0.6%	0%	.	-7%	1%	-13	-4%	12%	i
CCOc1ccccc1NC(=O)C(OC(=O)c1ccccc1NS(=O)(=O)c1cccs1)c1ccccc1 (stereo not given)	0.0%	-24%	?	-14%	4%	-1.9	-8%	6%	i
C=CC[C@H](CC(=O)N(CCO)Cc1ccccc1)C(=O)N[C@@H](COC(=O)[C@H](CC=C)CC(=O)OC(C)(C)C)Cc1c[nH]c2ccccc12	-5.2%	?	2%	?	?	-0.4	-26%	10%	i
O=C(c1cccs1)C1CCCN(Cc2nc(Cc3ccccc3F)no2)C1 (stereo not given)	3.0%	22%	0%	-4%	13%	-0.4	5%	-6%	i
CCN(CC)C(=O)CNc1ccc(C(F)(F)F)cc1[N+](=O)[O-]	3.9%	9%	2%	-7%	-3%	0.9	3%	9%	i
O=C(CC(=O)c1cccs1)c1ccncc1	4.3%	?	.	-3%	-8%	-1.8	-3%	-25%	i
CC(=O)N1c2ccc(S(=O)(=O)N3CCN(c4cc(Cl)ccc4C)CC3)cc2CC1C (stereo not given)	0.4%	?	.	?	0%	.	-3%	-15%	.
O=S(=O)(c1ccccc1)c1cnn2c(C(F)(F)F)cc(-c3ccccc3)nc12	0.1%	0%	2%	-1%	3%	-4.4	2%	-3%	-90%*
Cc1c(C#N)c2ccccc2n1CC(=O)N1CCc2ccccc2C1	0.1%	?	-1%	6%	-1%	-0.7	2%	-2%	i
O=C(COc1ccc2ccc(=O)oc2c1)NCCCN1CCCC1=O	0.3%	-6%	-3%	1%	-3%	0.1	3%	9%	i
CCCCn1c(SCC(=O)N2CCOCC2)nnc1-c1cccs1	-1.2%	.	-1%	15%	12%	-3.1	-11%	11%	i
O=c1[nH]c(SCc2cccc(F)c2)nc2c1CCCC2	3.5%	-4%	-23%	-2%	0%	-0.5	-14%	-1%	i
O=C(CCN1C(=O)/C(=C\c2cccs2)SC1=S)Nc1nccs1	-0.5%	5%	1%	34%[activator]	-14%	-5.3	7%	7%	i
COc1ccc(N2CC(NC(=O)/C=C\c3ccccc3)CC2=O)cc1OC (stereo not given)	0.2%	.	.	-15%	-3%	.	2%	1%	.
C[C@@]12C(=O)N(Cc3ccco3)CC(=O)N1[C@H]1c3ccccc3OC[C@@H]1[C@@H]2c1ccccc1	0.1%	2%	0%	-2%	9%	-0.7	-10%	-3%	i
CCOC(=O)N1CCC(N2C(=O)c3ccccc3C2Nc2ccc(S(=O)(=O)N(CC)CC)cc2)CC1 (stereo not given)	0.0%	-25%	0%	-15%	-1%	2.3	-22%	-7%	i
CC1(C)CN(c2cccc(-c3ccnc4ncnn34)c2)C1=O	2.5%	-9%	-1%	12%	1%	-11	4%	0%	i
Cc1ccsc1C(=O)OCC(=O)NCCC1=CCCCC1	0.3%	14%	0%	6%	2%	-1.6	0%	-21%	i
Cc1ccc2cc(C#N)c(NCCNC(=O)C3CCC3)nc2c1C	3.4%	?	-13%	5%	-1%	2.4	-33%	-62%[inhibitor]	i
COCCCn1c(=O)/c(=C\c2ccccc2OC(F)F)s/c1=C(/C#N)C(=O)N1CCOCC1	29%	3%	-3%	15%	-10%	0.2	-7%	-3%	i
COc1ccc(NC(=O)CSc2nnnn2-c2ccccc2F)cc1	0.3%	1%	0%	10%	-8%	-2.7	0%	-13%	i
COc1ccccc1C(=O)C1CCCN(C(=O)c2cc(CC(C)C)nc(C)n2)C1 (stereo not given)	0.7%	-13%	-5%	2%	-1%	-3.2	-2%	-5%	i
CCc1ccc(NC(=S)N(CCOC)C2CCN(C(C)=O)CC2)cc1	2.8%	8%	-1%	6%	4%	-1.1	-2%	-14%	i
NC(=O)c1sc2nc3c(cc2c1N)CCC3	-0.7%	-12%	-6%	-14%	-1%	-0.3	-47%	2%	i
Cc1ccc(NC(=O)N2CCC(CN3CCCC3)CC2)c(C)c1	-0.2%	5%	.	2%	6%	.	-9%	-24%	.
COc1ccc(-c2nc(CS(=O)CC(=O)NCc3ccc4c(c3)OCO4)c(C)o2)cc1 (stereo not given)	3.0%	18%	-1%	-16%	4%	1.0	-2%	4%	i
COc1ccc(NC(=O)c2ccc(COc3ccccc3Br)o2)cc1OC	7.3%	23µM*	0%	57%	-14%	-0.1	-4%	6%	.
Cc1ccc(S(=O)(=O)CC(=O)Nc2nc(-c3ccccc3)cs2)cc1	2.9%	.	1%	?	-6%	-3.2	-44%	-2%	i
Cc1cc(C)c(-c2csc(Cc3nc(-c4cc5ccccc5oc4=O)cs3)n2)cc1C	-0.5%	?	-5%	-13%	1%	-4.5	-15%	3%	i
CC(=O)c1ccc(N2CCN(C(=O)c3cc4cc5cc(C)ccc5nc4s3)CC2)cc1	0.3%	.	.	3%	1%	.	1%	-11%	.
Cc1cn(C)c(CC(=O)N2CCN(c3ccccc3F)CC2)c1C(=O)O	-0.7%	.	.	1%	0%	.	-1%	5%	.
COc1cc(NC(=O)C(CC(C)C)N2Cc3ccccc3C2=O)cc(OC)c1 (stereo not given)	-0.8%	11%	.	0%	-8%	.	-16%	-23%	.
Cc1cc(C)c(C(=O)C(C)OC(=O)Cc2n[nH]c(=O)c3ccccc23)cc1C (stereo not given)	-0.5%	-18%	1%	-11%	1%	-0.9	-8%	-9%	i
C=CCn1c(SCc2nc3ccccc3c(=O)[nH]2)nnc1-c1cc2cc(Cl)ccc2o1	2.7%	-2%	1%	-23%	-2%	-3.2	-22%	5%	i
CC1CN(C(=O)N2CCC(C(=O)NCCCc3ccccc3)CC2)c2cc(Cl)ccc2O1 (stereo not given)	0.2%	-13%	.	14µM*	0%	.	-21%	12%	.
Cc1ccc(CC(=O)NCCC(=O)O)cc1	0.2%	11%	-2%	-1%	0%	-0.6	1%	-13%	i
CC(=O)Nc1ccc(N(C(=O)CNC(=O)c2ccco2)C(C(=O)NC2CCCC2)c2ccco2)cc1 (stereo not given)	0.3%	7%	3%	-13%	2%	-1.1	2%	-8%	i

Assay outcomes: PubChem BioAssay, National Center for Advancing Translational Sciences (NCATS)

Compounds as they come (roughly 4.3% active in at least one column).
